Screening results from PubChem BioAssay.
LYP phosphatase – PTPN22 lymphoid phosphatase activity blockers – biochemical, fluorescence intensity, uHTS (AID 1779). recombinant LYP phosphatase, fluorescence intensity; higher % means a stronger effect. inhibition, % at 11.5 µM, or IC50 in µM where a hit was titrated. hit rate 0.054% among 290,000;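 also: plate controls were vehicle with enzyme for no effect and no enzyme for full effect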
CSM14.1 death rescue – protection against thapsigargin-triggered cell killing – 384-well, CSM14.1, ATP luminescence, primary screen (AID 1222). CSM14.1 thapsigargin-induced death rescue, ATP luminescence; higher % means a stronger effect. 190,000 tested, under 10 active. cellular ATP content (survival), % at 20 µM; hits with a dose series show EC50 in µM;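 active = EC50 below 50 µM in the dose-response confirmation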;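 also: death triggered by thapsigargin at about 15 µM added after 2 h compound pretreatment; cell ATP read after overnight thapsigargin exposure of roughly 18 to 22 hours; normalized against plate controls of thapsigargin alone and 5% DMSO vehicle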
NOD2 inhibition – NOD2 signaling inhibitors, cell-based, luminescence, uHTS, HEK293 (AID 1566); HEK293 NOD2/NF-kB luciferase reporter, luminescence; higher % means a stronger effect; one-dose inhibition, % at 4 µM; EC50 in µM for titrated hits; hit rate 0.63% among 290,000; also: many of its hits are not listed in these tables
M1AAP inhibition – P. falciparum M1AAP inhibitors, biochemical, fluorogenic H-Leu-NHMec substrate, 1536-well (AID 1445); hit rate 0.42% among 220,000; one-dose inhibition, % at 30 µM; IC50 in µM for titrated hits; recombinant M1AAP, H-Leu-NHMec fluorogenic kinetic assay; higher % means a stronger effect;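 active = primary inhibition above the hit cutoff, then over 50% inhibition at one or more dose response concentrations, cut at about 23% in these data, passing the limit was not always enough; inconclusive = conflicting primary data, or primary hits not chosen for dose response; inactive = low primary inhibition, or under 50% at every dose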;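 also: plate controls were DMSO full reaction for no effect and no enzyme background for full effect; strong numbers were not always called active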
XIAP displacement – small molecules displacing peptide from XIAP – biochemical, IAP family, fluorescence polarization (AID 1018); XIAP BIR domain, fluorescence polarization peptide displacement; higher % means a stronger effect; displacement, % at 20 µM; hits with a dose series show IC50 in µM; hit rate 0.007% among 200,000; in the data active = displacement above about 50%; also: a part of the inactive calls stands beside numbers as strong as those of hits
AID2073 – disruptors of CaV2.2 binding to Mint1 – biochemical, HTRF (AID 2073). HTRF protein-protein interaction, Mint1-CaV2.2; higher % means a stronger effect. inhibition, % at 20 µM, or IC50 in µM where a hit was titrated. hit rate 0.19% among 290,000; in the data active = inhibition mostly above about 51%, no sharp cut-off; inconclusive = no clear call, values can overlap the other calls; inactive = mostly below about 53%; also: some results filed as inactive read as strong as hits
P. falciparum M17LAP – P. falciparum M17LAP inhibitors, primary screen, biochemical, fluorogenic H-Leu-NHMec substrate, 1536-well (AID 1619). recombinant M17LAP, H-Leu-NHMec fluorogenic kinetic assay; higher % means a stronger effect. hit rate 0.38% among 220,000. one-dose inhibition, % at 30 µM; IC50 in µM for titrated hits;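 active = compound inhibiting the enzyme by more than half at any dose during confirmatory dose-response retesting; inconclusive = strong single-dose inhibitors picked by rank but not retested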;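 also: plate controls were full reaction with DMSO carrier for no effect and no enzyme background for full effect; strong numbers were not always called active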
Hep lipid drop – hepatic lipid droplet formation modulation; AML12 mouse hepatocytes, oleate lipid droplets, BODIPY imaging; inhibition, % at 6.5 µM; hit rate 0.4% among 240,000;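 active = lipid droplet intensity inhibited by at least 50%, with more than 500 cells counted; inconclusive = wells with under 300 cells, treated as cytotoxic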
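Assay system: AML12 mouse liver cells | Compound dosing: One dose, 6.5 µM compound | Read-out basis: Droplet intensity reduction, % inhibition | Measured by: Fluorescence imaging, 20x objective, two fields per well | Schedule: Overnight treatment with compound plus oleate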
SIAH1 antagonists – Siah-1 peptide-binding antagonists, primary screen, biochemical, fluorescence polarization, rhodamine-plectin, uHTS (AID 1817); Siah-1 / rhodamine-plectin peptide fluorescence polarization; higher % means a stronger effect; one-dose displacement, % at 20 µM; IC50 in µM for titrated hits; hit rate 0.02% among 290,000;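 active = displacement of at least 50% at 20 µM, with a fluorescence ratio check between 0.3 and a set limit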;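 also: plate controls were Siah plus tracer with DMSO for no effect and tracer alone without Siah for full effect; strong numbers were not always called active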
Hep lipid drop cells 6.5 µM – recorded beside Hep lipid drop, whose call it bears; cell count; measured here: cell count, cytotoxicity flag;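 cells counted across two imaged fields per well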
* marks the source's active call; other numbers are inactive results; ? = inconclusive; nt = not tested or not shown. Rule as the data show it, unless noted: active = inhibition above about 50%; inactive = the rest.

SMILES	LYP phosphatase	CSM14.1 death rescue	NOD2 inhibition	M1AAP inhibition	XIAP displacement	AID2073	P. falciparum M17LAP	Hep lipid drop	Hep lipid drop cells 6.5 µM	SIAH1 antagonists
COc1ccc(OC)c(-c2nnc(SCC(=O)N3CCCc4ccccc43)o2)c1	-3.9%	1.1%	16.7%	6.3%	-18.9%	-1.2%	2.8%	nt	nt	-2.0%
Cc1ncc(S(=O)(=O)C(C)(C)C)c(N)n1	-3.6%	nt	23.5%	0.8%	nt	9.5%	-4.5%	-12.1	686	1.0%
COC(=O)c1ccc(C(=O)OC)c(NC(=S)N2CCCC2)c1	-6.6%	nt	5.2%	nt	nt	-3.3%	nt	nt	nt	0.4%
Cc1nc(N2CCN(c3ccc(Cl)cc3)CC2)[nH]c(=O)c1C	-8.1%	nt	11.3%	nt	nt	4.1%	nt	-2.3	821	0.4%
Cc1cc(O)cc(=O)n1Cc1ccco1	-6.8%	-1.1%	8.5%	-1.8%	-7.2%	5.4%	8.3%	nt	nt	1.4%
COC(=O)c1ccc(CSC2=NCCS2)cc1	-3.4%	-0.2%	-43.3%	8.2%	1.0%	-12.1%	3.7%	8.3	620	-2.1%
COCCn1cc(C(=S)N2CCCCC2)c2ccccc21	4.1%	-1.8%	17.8%	4.0%	-6.9%	-15.9%	6.1%	-9.1	681	-3.5%
Cc1nc(N)sc1Cc1ccc2c(c1)OCO2	-7.0%	1.5%	2.8%	-5.2%	-0.5%	-5.9%	12.0%	nt	nt	0.5%
COCCCN1CN(S(=O)(=O)c2ccc(C)cc2C)c2nc3ccccc3nc21	-6.7%	nt	-3.6%	nt	nt	5.1%	nt	-52.8	726	4.6%
CNc1nc(NCc2ccccc2)nc(N)c1[N+](=O)[O-]	-7.4%	nt	1.9%	nt	nt	-5.5%	nt	-3.9	732	-0.9%
Cc1ccc(NC(=O)CN(C)C(=O)CSc2nc3ccccc3o2)cc1	-13.0%	-0.1%	17.6%	5.7%	-4.4%	7.0%	3.6%	nt	nt	-3.0%
COc1ccc(N2CCN(CCCNS(=O)(=O)c3ccc4c(c3)oc(=O)n4C)CC2)cc1	-9.5%	-0.9%	1.5%	5.4%	-1.8%	-2.6%	-2.7%	nt	nt	-1.5%
CC(C)CC(NS(=O)(=O)OCC(Cl)(Cl)Cl)c1ccccc1 (stereo unspecified)	-5.6%	nt	8.6%	nt	nt	2.6%	nt	-10.9	813	12.7%
CC(C)c1onc(C(=O)N2CCC(C(N)=O)CC2)c1[N+](=O)[O-]	-2.6%	nt	-5.9%	-1.9%	nt	7.0%	-7.3%	-6.1	730	-6.7%
O=C(COC(=O)c1ccc(S(=O)(=O)N2CCCC2)cc1)Nc1ccc(N2CCOCC2)cc1	-5.2%	-0.5%	-0.1%	-2.6%	-1.7%	-4.5%	-1.6%	-41.4	760	-0.5%
Cc1ccc(OCc2nnc(SCC(=O)N3c4ccccc4Sc4ccc(Cl)cc43)o2)cc1	7.8%	0.2%	3.1%	-0.2%	2.4%	9.0%	5.0%	10.3	614	-0.8%
COCCCNC(=O)c1c(N)n(-c2cccc(S(N)(=O)=O)c2)c2nc3ccccc3nc12	-15.8%	-2.6%	-5.1%	?	1.0%	33.9%	-64.7%	-0.2	704	1.0%
COC(=O)[C@H](Cc1ccccc1)NC(=O)Nc1ccc(S(N)(=O)=O)cc1	-8.0%	1.6%	13.2%	-0.5%	-1.1%	0.8%	1.9%	nt	nt	-2.1%
CCCCOCCCN1CC(=O)N2C(C)c3[nH]c4ccccc4c3C[C@H]2C1=O (stereo partly specified)	-1.1%	nt	10.3%	nt	nt	8.3%	nt	-11.1	789	10.8%
CC(Sc1nnnn1C)C(=O)Nc1ccccc1 (stereo unspecified)	-4.0%	-0.6%	17.0%	-0.9%	-3.5%	-5.6%	-7.9%	-4.1	674	6.1%
COc1ccc(/C=C(\NC(=O)c2ccccc2)C(=O)NCCN2CCOCC2)cc1OC	-0.1%	nt	-6.7%	nt	nt	25.2%	nt	-1.3	795	8.3%
CC(C)Oc1ccc2ccccc2c1C=O	-8.6%	-3.1%	6.1%	23.8%*	-7.6%	2.5%	1.5%	nt	nt	-1.6%
O=C1CCC(C(=O)N2CCc3c(Cl)cccc3C2)CN1CCCN1CCOCC1 (stereo unspecified)	-6.7%	nt	1.5%	nt	nt	21.6%	nt	-11.7	649	2.8%
O=C(c1ccccc1)N1CCN(CC2CC=CCC2)CC1 (stereo unspecified)	-8.5%	-1.4%	9.8%	-1.1%	-0.7%	5.7%	8.6%	5.2	783	-1.5%
N#Cc1c(-c2ccco2)cc(-c2ccc(F)cc2)nc1N	6.7%	-1.1%	15.6%	4.7%	-15.5%	28.0%	-68.9%	6.2	685	-3.0%
O=C(NC12CC3CC(CC(C3)C1)C2)N1CCN(c2nc(-c3ccccc3)cs2)CC1	1.0%	-0.5%	41.5%	0.5%	-2.3%	-17.3%	-1.6%	nt	nt	2.0%
CSc1ccc(Cl)c(C(=O)Nc2nccs2)c1	-5.2%	nt	-0.2%	-3.5%	nt	-2.9%	-8.5%	0.0	669	-2.1%
CC(Oc1ccc(Cl)cc1Cl)C(=O)NCCC1=CCCCC1 (stereo unspecified)	-9.6%	-2.1%	7.4%	4.2%	-2.8%	-0.9%	-24.8%	-33.2	626	0.8%
CC(c1ccccc1)N1C(=O)C2C3CCC(C3)C2C1=O (stereo unspecified)	-4.6%	-2.9%	7.3%	10.3%	-127.1%	-1.2%	-5.4%	-4.6	640	-0.7%
O=C(CNS(=O)(=O)c1cccs1)NCc1ccccc1	-5.7%	-8.5%	12.3%	-2.9%	-4.0%	-3.7%	-2.8%	-1.3	641	-0.5%
O=C(Nc1cccnc1)c1ccc(NC(=O)c2ccco2)cc1	-5.3%	4.0%	-3.9%	11.6%	-4.6%	-5.7%	2.3%	2.6	751	-4.4%
CC(=O)c1c(C)[nH]c(C(=O)OCC(=O)Nc2ccc([N+](=O)[O-])cc2Cl)c1C	-8.4%	10.2%	11.0%	0.9%	-3.6%	31.2%	6.3%	0.9	683	18.8%
COc1ccc(-n2c(Cc3cccn3C)nnc2SCC(=O)Nc2cccc(NC(C)=O)c2)cc1	-3.7%	0.1%	11.3%	17.6%	0.2%	-5.3%	6.5%	nt	nt	6.6%
CCc1ccc2[nH]c3nc(SCC(=O)NNC(=O)c4ccc(C(C)(C)C)cc4)nnc3c2c1	-2.5%	0.4%	14.8%	2.5%	0.0%	16.0%	3.6%	-1.8	630	7.5%
Cc1ccc(S(=O)(=O)c2c(C)nn(C(C)(C)C)c2OC(=O)c2ccco2)cc1	0.3%	1.1%	-51.7%	27.3%*	-4.2%	4.7%	2.2%	nt	nt	0.8%
CCOC(=O)c1[nH]c(C)c(C(=O)c2cc(F)ccc2F)c1C	6.2%	nt	-17.2%	-4.8%	-3.1%	-6.6%	3.5%	-105.6	326	-1.8%
O=C(c1cnsn1)N1CCN(c2ccccc2)CC1	-7.3%	-1.9%	-3.9%	1.1%	-4.2%	-12.5%	0.6%	4.6	780	1.4%
Cc1c(Br)c(C(F)(F)F)nn1CC(=O)NCCCn1ccnc1	-2.0%	-0.3%	17.4%	3.6%	2.4%	1.9%	7.2%	13.5	681	15.1%
C=CCn1sc(N)c(C(=O)OCC)c1=S	-6.5%	-1.7%	-2.6%	8.1%	0.5%	4.5%	15.2%	nt	nt	1.4%
CCOC(=O)N1CCN(C(=S)Nc2ccc(C)cc2)CC1	-4.7%	5.1%	6.1%	3.6%	-0.3%	24.2%	4.0%	4.3	631	6.2%
COc1ccccc1CNS(=O)(=O)c1ccc2c(c1)NC(=O)CO2	-7.4%	nt	-1.2%	nt	nt	10.6%	nt	12.9	639	5.8%
CCOc1cc(CNCCCN2CCOCC2)cc(Br)c1OCc1ccccc1Cl	-11.6%	-4.8%	-21.0%	7.7%	-6.6%	-2.5%	13.8%	-23.0	624	4.6%
CCOC(=O)N1CCC(NC(=O)Cc2cn(C)c3ccccc23)CC1	2.6%	2.2%	4.5%	4.9%	-2.2%	-3.5%	6.5%	10.1	771	0.7%
CCN1c2ccccc2-c2nc3ccccc3n2C1c1cccnc1 (stereo unspecified)	-9.8%	-0.7%	5.2%	2.7%	-3.7%	22.7%	-45.0%	nt	nt	1.4%
COc1ccc(OC)c(NC(=O)CSc2nnc(-c3cnccn3)n2C)c1	-10.2%	nt	8.8%	nt	nt	-3.9%	nt	-14.6	717	-5.5%
Cc1cc(C(=O)COC(=O)c2ccc([N+](=O)[O-])o2)c(C)n1CC1CCCO1 (stereo unspecified)	-3.3%	-0.4%	30.6%	-0.1%	-0.5%	15.3%	20.4%	-13.3	684	-3.9%
COc1ccc(NC(=O)c2cccc(N3C(=O)C4C5C=CC(C6CC56)C4C3=O)c2)c(OC)c1 (stereo unspecified)	-5.6%	nt	19.2%	nt	nt	0.7%	nt	14.0	726	11.7%
CC(=O)NC(CC(=O)NCC(=O)Nc1ccc(F)c(F)c1)c1ccccc1 (stereo unspecified)	-9.6%	nt	3.0%	nt	nt	-6.9%	nt	22.1	795	1.9%
CC(=O)N(c1nnc(-c2ccc(C)cc2)s1)C1CCCC1	-6.7%	nt	3.4%	nt	nt	-3.9%	nt	-1.6	826	8.4%
COc1ccccc1CNC(=O)C1CCN(S(=O)(=O)N2CC(C)CC(C)C2)CC1 (stereo unspecified)	-0.5%	1.5%	5.6%	3.8%	-1.8%	-5.0%	5.5%	nt	nt	1.9%
Cc1nc2cc(CO)ccc2n1C	-1.6%	-1.9%	5.0%	-0.4%	-1.9%	16.7%	-2.0%	2.1	663	5.9%
Cc1nn(Cc2ccc(C(=O)N3CCCC3)o2)c(C)c1[N+](=O)[O-]	-7.3%	nt	-9.8%	nt	nt	-17.0%	nt	-9.3	840	-2.7%
Cc1cc(C)nc(N2CCC(C(=O)NC3CCCc4ccccc43)CC2)n1 (stereo unspecified)	-1.9%	0.4%	6.3%	-3.5%	-16.1%	7.9%	0.6%	nt	nt	4.4%
Cc1c(NS(=O)(=O)c2ccc(Br)cc2)c(=O)n(-c2ccccc2)n1C	-10.3%	nt	16.2%	nt	nt	12.1%	nt	0.9	825	-2.4%

Some of the compounds tested; count on the stated rates, not on these rows.
